Source: PubChem BioAssay (several laboratories)
GSK3A inh: human GSK-3 alpha kinase inhibition. P49840. ADP-Glo luminescence, 60 min. inhibition, % at 10 µM. hit rate 0.1% among 320,000. AID 2650;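 in the data active = inhibition above about 50%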;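 also: GST-tagged GSK-3 alpha with peptide substrate and 25 µM ATP; 0% = DMSO neutral wells and 100% = GW8510 positive control wells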
Target sequence (P49840 whole entry, looked up): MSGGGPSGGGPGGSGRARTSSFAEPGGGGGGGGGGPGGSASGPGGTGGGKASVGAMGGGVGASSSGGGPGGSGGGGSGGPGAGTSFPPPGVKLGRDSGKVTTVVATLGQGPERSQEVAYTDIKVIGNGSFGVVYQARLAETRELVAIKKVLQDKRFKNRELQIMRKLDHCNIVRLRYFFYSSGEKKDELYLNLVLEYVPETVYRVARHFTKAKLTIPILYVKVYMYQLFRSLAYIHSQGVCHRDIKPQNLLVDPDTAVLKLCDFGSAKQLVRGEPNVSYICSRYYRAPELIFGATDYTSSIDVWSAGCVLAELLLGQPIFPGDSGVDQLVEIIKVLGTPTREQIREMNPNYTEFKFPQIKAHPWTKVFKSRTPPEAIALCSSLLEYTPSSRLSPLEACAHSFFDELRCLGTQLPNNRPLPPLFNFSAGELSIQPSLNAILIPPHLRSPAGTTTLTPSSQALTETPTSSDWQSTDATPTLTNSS
GSK3B inh: human GSK3beta kinase inhibition | P49841 | GST-GSK3beta kinase, ADP-Glo luminescence, 60 min; hits give low values | activity score (negative = inhibition), % at 10 µM | hit rate 0.038% among 300,000;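 active = more than half of replicate wells score below -50%, meaning over 50% inhibition versus plate controls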;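 also: 0% = median DMSO wells and -100% = median GW8510 positive control wells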
Target sequence (P49841 whole entry, looked up): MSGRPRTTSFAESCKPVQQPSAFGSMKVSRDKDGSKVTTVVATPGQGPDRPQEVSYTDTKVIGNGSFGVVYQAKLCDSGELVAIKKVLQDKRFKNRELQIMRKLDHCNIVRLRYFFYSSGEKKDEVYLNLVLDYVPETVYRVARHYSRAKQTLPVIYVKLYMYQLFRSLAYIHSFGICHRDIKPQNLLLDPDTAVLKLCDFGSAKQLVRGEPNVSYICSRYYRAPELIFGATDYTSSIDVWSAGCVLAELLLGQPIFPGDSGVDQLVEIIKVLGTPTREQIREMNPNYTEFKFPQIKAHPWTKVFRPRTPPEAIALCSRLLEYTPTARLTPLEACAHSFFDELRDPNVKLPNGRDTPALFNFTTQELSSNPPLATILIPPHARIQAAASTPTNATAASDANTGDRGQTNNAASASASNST
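Test system – GST-tagged human GSK3beta kinase, cell-free · Incubation – 60 min enzyme reaction, room temperature · Signal – ADP-Glo luminescence · Also added – peptide substrate and ATP at 25 µM · Controls – DMSO neutral wells and GW8510 at 20 µM as positive · Buffer or medium – Tris/MgCl2 kinase buffer · Measure – Luminescence-derived activity versus plate DMSO and GW8510 wells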
HSF1 activator: increases HSF-1 driven luciferase reporter signal; activation, % at 9 µM; NIH3T3-HGL HSF-1 luciferase reporter, MG132, 8 h; 100% = twice DMSO control signal; AID 504408; hit rate 1.7% among 300,000;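 active = mean replicate activation of at least 50% with a set share of replicates each reaching 50%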;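 also: 0% = median of the neutral control wells and 100% = twice that signal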
aSyn 5UTR inh: MLPCN primary screen, SNCA 5' untranslated region; alpha-synuclein 5'UTR reporter, inhibitor activity; inhibition, % (tested at 7.5 µM); hit rate 0.82% among 300,000; AID 1813; in the data active = inhibition above about 60%;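 also: H4 neuroglioblastoma cells stably carrying SNCA 5'UTR luciferase fusion; 0% = DMSO wells and 100% = positive control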
IEC-6 tox: IEC-6 cytotoxicity, counter-screen for KLF5 inhibitors; luminescence viability; inhibition, % at 5 µM; hit rate 0.78% among 290,000; AID 1825; in the data active = inhibition above about 22%;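 also: 0% = plate median of test compound wells and 100% = cytotoxic reference compound wells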
HSP90 refold inh: blocks HSP90-mediated luciferase refolding in reticulocyte lysate; Rabbit reticulocyte lysate, luciferase refolding luminescence, 3 h; inhibition, % at 5.6 µM; hit rate 0.91% among 290,000; AID 1789;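 active = inhibition above the screen-wide mean plus 3 SD, computed separately per campaign, cut at about 16% in these data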;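 also: 0% = DMSO wells and 100% = 60 µM geldanamycin wells; inhibitors lower the luminescence because luciferase stays unfolded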
HSF1 inh: HSF1 inhibition; NIH3T3-HGL HSE-luciferase, MG132-induced, luminescence 8 h; hits give low values; activity change, negative = inhibition, % at 7.5 µM (by protocol); hit rate 0.77% among 300,000;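 active = more than half of replicate wells show activity change below -50%, luminescence cut by over half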;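 also: luciferase reports HSF-1 transcriptional activity via heat shock element; 0% = median of DMSO wells and -100% = zero luminescence signal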
KLF5 inh: suppresses KLF5 promoter-driven expression. DLD-1 KLF5 promoter-luciferase reporter, luminescence. inhibition, % at 5 µM. hit rate 0.23% among 290,000. AID 1700;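 active = inhibition above a per-plate limit of that plate's mean compound inhibition plus 3 SD, cut at about 60% in these data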;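 also: 0% = DMSO wells and 100% = LY294002 at 200 µM; higher means less KLF5 promoter-driven luciferase light; inactives centre near -14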
PolyA inh: inhibitors of polyadenylation in S. cerevisiae. hit rate 0.02% among 300,000. calls only at 12 µM. S. cerevisiae SKY197-pL101 polyadenylation reporter, beta-gal luminescence; efflux-impaired pdr1/pdr3 knockout yeast; score 100 = 6 SD above DMSO;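 active = lowest replicate activity score at least 50, where 100 means six control SD above control mean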;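 also: yeast exposed to compound for 9 h at 30 °C; higher score means more reporter readthrough which indicates perturbed polyadenylation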
AI-2 QS modul: modulators of Vibrio harveyi AI-2 quorum sensing system. Vibrio harveyi JMH597 AI-2 luminescence/OD600 ratio, 9 h; hits give low values; strain lacks LuxN and CqsS sensors; 0 = neutral-control median. activity change, % at 7.5 µM. hit rate 0.4% among 300,000. AID 2094; in the data active = activity change below about -75%, passing the limit was not always enough;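 also: luminescence divided by OD600 gain over 9 h not by final OD600 alone; inactives centre near 13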
Starred values were filed as active, the others as inactive; i = inactive; · = not tested or not shown.

Start of the listing, in advance (2 entries):
SMILES	GSK3A inh	GSK3B inh	HSF1 activator	aSyn 5UTR inh	IEC-6 tox	HSP90 refold inh	HSF1 inh	KLF5 inh	PolyA inh	AI-2 QS modul
CC(C)(C)c1ccc(C(=O)Nc2ccc(S(=O)(=O)Nc3cnc4ccccc4n3)cc2)cc1	-2	4	1	-32	-4	-3	-5	-39	i	21
COc1cc(/C=N/N2CCN(C3c4ccccc4-c4ccccc43)CC2)cc(OC)c1OC	0	-4	103*	29	-3	2	48	-9	i	12

Main list (from the top)
SMILES	GSK3A inh	GSK3B inh	HSF1 activator	aSyn 5UTR inh	IEC-6 tox	HSP90 refold inh	HSF1 inh	KLF5 inh	PolyA inh	AI-2 QS modul
CC(C)(C)c1ccc(C(=O)Nc2ccc(S(=O)(=O)Nc3cnc4ccccc4n3)cc2)cc1	-2	4	1	-32	-4	-3	-5	-39	i	21
COc1cc(/C=N/N2CCN(C3c4ccccc4-c4ccccc43)CC2)cc(OC)c1OC	0	-4	103*	29	-3	2	48	-9	i	12
Nc1cccc(NC(=O)c2ccco2)c1	0	2	-4	-27	1	4	-2	-54	i	-8
CCCn1c2ccccc2c2cnn(CC(=O)NCCCN3CCCC(C)C3)c(=O)c21 (centres undefined)	-1	-1	4	9	5	1	3	-43	i	21
NC(=O)C1CCN(C(=O)CN(c2ccc3c(c2)OCCO3)S(=O)(=O)c2ccccc2)CC1	·	0	0	-1	·	·	-6	·	i	33
COc1ccc(C(=O)c2coc3c2C(=O)C(=O)c2ccccc2-3)cc1	1	-7	15	-42	-2	7	15	-19	i	-92*
Cc1ccc(-c2[nH]ncc2CNCCc2cnn(-c3ccccc3)c2)cc1C	0	1	5	18	-4	1	0	-2	i	16
CCOc1ccc(S(=O)(=O)N2CCC(C(=O)NCc3ccncc3)CC2)cc1	-2	0	1	-13	2	-3	0	-24	i	-4
Cc1ccc([N+](=O)[O-])cc1N/C=C/C(=O)c1ccco1	0	0	38	-138	9	0	11	-7	i	9
O=C(NC1CCCC1)C(c1ccc(Cl)cc1)N1CCOCC1 (centres undefined)	-2	3	2	-7	-6	-2	2	-7	i	14
O=C(CSc1nc2[nH]ncc2c(=O)[nH]1)c1ccc(Cl)cc1	·	1	22	-22	-3	0	5	-13	i	-2
CCOC(=O)c1c(NC(=O)COC(=O)c2ccc(O)cc2)sc(C(=O)N(C)C)c1C	6	-1	-7	16	-7	-1	3	-4	i	16
OC(COc1ccccc1)CN1CCC(Cc2ccccc2)CC1 (centres undefined)	-1	4	-1	14	1	-1	-6	0	i	22
Cc1ccc2[nH]c(-c3cccc(N)c3)cc2c1	-5	1	7	-209	-7	1	-5	-52	i	9
COc1ccccc1/C=C/C=N\N1CCN(Cc2ccccc2Cl)CC1	-1	-1	10	-1	1	-5	-2	6	i	-2
Cc1sc2ncnc(NCCCO)c2c1C	5	-2	-7	23	5	-2	4	-20	·	1
CCOc1cc(/C=C2\SC(=O)N=C2N)ccc1O	2	-1	-16	16	3	2	0	9	i	27
CCCn1nnc(NC(=O)c2ccccc2Br)n1	4	-1	0	-34	3	10	7	-8	i	11
Cc1ccc(-c2ccc(/C=N/NC(=O)CN3CCOCC3)o2)cc1[N+](=O)[O-]	8	-11	33	-56	-1	2	18	-19	i	11
Cc1ccccc1OCC1CNC(=O)O1 (centres undefined)	-4	1	-9	27	0	-2	-4	-17	i	17
CCC(NC(=O)CCc1c(C)c2cc3c4c(oc3cc2oc1=O)CCCC4)C(=O)O (centres undefined)	-1	5	-25	39	6	3	-24	-11	i	13
CCC(=O)N(Cc1cc2ccccc2[nH]c1=O)C(C)C	10	6	5	-22	-1	0	0	9	i	42
CCOc1ccccc1CNS(=O)(=O)c1ccc2c(c1)oc(=O)n2C	·	3	-8	28	-3	0	-10	-28	i	4
CC(C)CC(=O)NC(=S)N1CCN(c2ccc([N+](=O)[O-])cc2Cl)CC1	-1	2	3	24	-2	-2	-4	15	i	3
COc1cc(OC)cc(C(=O)NCc2cccnc2)c1	1	-2	37	-2	4	0	1	-10	i	15
Continued:
SMILES	GSK3A inh	GSK3B inh	HSF1 activator	aSyn 5UTR inh	IEC-6 tox	HSP90 refold inh	HSF1 inh	KLF5 inh	PolyA inh	AI-2 QS modul
Cn1c(SCC(=O)Nc2ccc(F)cc2F)nnc1-c1cccnc1	1	4	-5	-20	-4	-5	-2	7	i	49
Oc1ccccc1/C=N/Nc1cc(N2CCCC2)nc(N2CCCC2)n1	2	-2	5	2	3	-1	2	-27	i	18
O=C(NC1CCN(C(=O)Nc2ccccc2)CC1)C1CCCCC1	0	2	-4	-3	-1	-4	-7	-5	i	14
CCN(CC)CCN(Cc1cc2ccc(C)cc2[nH]c1=O)C(=S)Nc1ccccc1C(=O)OC	-1	0	-12	-24	-1	2	-4	0	i	3
COC(=O)c1c(C)[nH]c(C(C)=O)c1C	0	-1	-1	17	-1	4	-2	-10	i	8
COC(=O)Nc1ccc2c(c1)N(C(=O)CCCl)c1ccccc1S2	-2	-1	17	-12	-2	1	7	-11	i	5
CCS(=O)(=O)c1ccc(O)c(NC(=O)c2cc(OC)c(OC)c(OC)c2)c1	-2	3	3	7	-5	-5	0	-20	i	16
O=C(COC(=O)Cc1ccc(-c2ccccc2)cc1)NCc1ccc(F)cc1	-1	-5	6	-1	-4	2	-7	-10	i	0
CCOC(=O)/C(C#N)=C/c1cn(CCOc2ccccc2)c2ccccc12	1	-1	7	-16	-4	-6	3	-23	i	26
CCOC(=O)CCc1c(C)n(CC)c2cc(-c3ccccc3OC)nn2c1=O	-5	-1	-21	25	2	1	-2	-10	i	-4
Cc1ccc(-c2nc(C)sc2CC(=O)OCC(=O)Nc2ccc(F)c(Cl)c2)cc1	-1	1	-9	0	·	·	-6	·	i	11
COc1ccc2[nH]c3nc(SCC(=O)NC4CC4)nnc3c2c1	3	1	-1	-39	-1	-1	1	-59	i	6
COc1cccc(CNC(=O)Cc2csc(NC(=O)Nc3ccccc3OC)n2)c1	0	-2	17	5	·	·	1	·	i	7
O=C(N/N=C/c1c[nH]c2ccc(Br)cc12)c1ccc2c(c1)OCO2	-11	2	14	9	7	-1	-4	-27	i	25
Cc1nnc(NC(=O)CSc2nnc(Cc3ccccc3)n2-c2ccccc2)s1	-2	2	2	-23	-3	8	-3	8	i	8
CCOc1cc(/C=C(\C#N)c2nc3ccccc3[nH]2)ccc1OC(C)C(=O)O (centres undefined)	0	5	7	0	1	-2	0	-33	i	30
Cc1cccc(C)c1OCc1cc(C(=O)NCC2CCCCC2)no1	2	1	-5	-27	-4	-1	-5	-48	i	20
CCN(CC)S(=O)(=O)c1ccc2c(c1)c(=O)c(C(=O)N1CCN(c3ccccn3)CC1)cn2C	0	2	4	-9	6	-2	-9	6	i	32
Cc1ccc(C)c(OCCCN2CCc3ccccc3C2)c1	-2	5	-4	15	2	1	-3	-17	i	19
COc1ccc(C2/C=C\CN(C(=O)c3ccccc3)CC(=O)N2Cc2ccc(F)cc2)cc1 (centres undefined)	0	6	·	2	·	·	0	·	i	19
OCCC1CN(Cc2cccc3nccnc23)CCN1C1CCCC1 (centres undefined)	0	0	2	2	8	-3	-3	13	i	1
Cc1cccc(NC(=O)Cn2c(=O)n(CCC(=O)NC3CCCC3)c(=O)c3ccccc32)c1	-4	0	-1	25	2	1	2	0	i	21
CCOCCCN1C(=O)C2C(C(=O)Nc3ccc(OCC)cc3)C3C=CC2(O3)C1C(=O)NC1CCCCC1 (centres undefined)	-2	6	-1	-15	2	-1	-4	-11	i	29
Cc1c(C(=O)O)cccc1N1C(=O)Nc2ccccc2N1O	1	-4	-47	-4	4	4	-32	17	i	23
CCc1noc(C)c1C(=O)NNC(=O)c1cc(OC)c(OC)c(OC)c1	-3	0	-6	2	·	·	-5	·	·	11

5 entries drawn at random from the list so far, as already listed:
SMILES	GSK3A inh	GSK3B inh	HSF1 activator	aSyn 5UTR inh	IEC-6 tox	HSP90 refold inh	HSF1 inh	KLF5 inh	PolyA inh	AI-2 QS modul
O=C(N/N=C/c1c[nH]c2ccc(Br)cc12)c1ccc2c(c1)OCO2	-11	2	14	9	7	-1	-4	-27	i	25
CCc1noc(C)c1C(=O)NNC(=O)c1cc(OC)c(OC)c(OC)c1	-3	0	-6	2	·	·	-5	·	·	11
Cc1nnc(NC(=O)CSc2nnc(Cc3ccccc3)n2-c2ccccc2)s1	-2	2	2	-23	-3	8	-3	8	i	8
Cc1ccc(C)c(OCCCN2CCc3ccccc3C2)c1	-2	5	-4	15	2	1	-3	-17	i	19
CCOC(=O)/C(C#N)=C/c1cn(CCOc2ccccc2)c2ccccc12	1	-1	7	-16	-4	-6	3	-23	i	26

New compounds follow.
SMILES	GSK3A inh	GSK3B inh	HSF1 activator	aSyn 5UTR inh	IEC-6 tox	HSP90 refold inh	HSF1 inh	KLF5 inh	PolyA inh	AI-2 QS modul
CCn1cc(/C=C(\NC(=O)c2ccccc2Cl)C(=O)N2CCOCC2)c2ccccc21	0	-1	13	26	0	3	0	-20	i	3
Cc1ccc(C(=O)COC(=O)C2CC3CCCC(C2)C3=O)cc1[N+](=O)[O-] (centres undefined)	0	2	-16	7	·	·	-10	·	i	22
COc1ccc(S(=O)(=O)n2[nH]c(=O)c(CCO)c2C)cc1	-1	0	-4	8	-2	-4	-3	-40	i	14
O=C(COC(=O)C1C2CC3OC(=O)C1C3C2)Nc1ccc(F)cc1 (centres undefined)	0	·	3	-3	-5	-3	1	-9	i	·
O=C(NCCCc1nc2ccccc2[nH]1)c1ccc(F)cc1	2	1	-6	-8	-2	-1	-3	-22	i	4
CC12CCC(C(=O)n3c1nc1ccccc13)C2(C)C (centres undefined)	4	1	-11	0	-6	2	-14	-60	i	20
COCCn1c(N2CCN(c3ccc(OC)cc3)CC2)nc2c1c(=O)[nH]c(=O)n2C	1	1	11	-5	1	-4	-6	-6	i	1
Cn1c(Cn2c(=O)sc3ccccc32)nnc1SCC(=O)N1CCCCCC1	4	-1	-7	31	3	-2	-3	-18	i	0

Single records, from the list above. Screens in order: GSK3A inh | GSK3B inh | HSF1 activator | aSyn 5UTR inh | IEC-6 tox | HSP90 refold inh | HSF1 inh | KLF5 inh | PolyA inh | AI-2 QS modul
Record of CC(C)CC(=O)NC(=S)N1CCN(c2ccc([N+](=O)[O-])cc2Cl)CC1 → -1 | 2 | 3 | 24 | -2 | -2 | -4 | 15 | i | 3
Record of CCOc1cc(/C=C(\C#N)c2nc3ccccc3[nH]2)ccc1OC(C)C(=O)O (centres undefined) → 0 | 5 | 7 | 0 | 1 | -2 | 0 | -33 | i | 30
Record of CCN(CC)S(=O)(=O)c1ccc2c(c1)c(=O)c(C(=O)N1CCN(c3ccccn3)CC1)cn2C → 0 | 2 | 4 | -9 | 6 | -2 | -9 | 6 | i | 32
Record of CCC(NC(=O)CCc1c(C)c2cc3c4c(oc3cc2oc1=O)CCCC4)C(=O)O (centres undefined) → -1 | 5 | -25 | 39 | 6 | 3 | -24 | -11 | i | 13

Not all compounds are listed, so the mix of outcomes need not match the whole.
